Bioassay records as filed in PubChem.
ALOX12 inh: Primary qHTS assay for inhibitors of human arachidonate 12S-lipoxygenase (ALOX12): Round 2; Polyunsaturated fatty acid lipoxygenase ALOX12 (Homo sapiens), P18054; purified 12hLO, xylenol orange hydroperoxide absorbance; Potency, µM (titrated, usually from 108 µM), without a hit: at the top dose activity change, negative = inhibition, hits mostly inhibitors; actives 1.1% (n = 580,000); AID 1671190, 2021; active = well fitted inhibition curve with a large enough effect; inconclusive = small, poorly fitted or top-dose-only effect, or another doubt; inactive = no such curve, though single readings can be large or run the other way; also: potency is read from the fitted curve at half-maximal effect
Target sequence (P18054 whole entry, looked up): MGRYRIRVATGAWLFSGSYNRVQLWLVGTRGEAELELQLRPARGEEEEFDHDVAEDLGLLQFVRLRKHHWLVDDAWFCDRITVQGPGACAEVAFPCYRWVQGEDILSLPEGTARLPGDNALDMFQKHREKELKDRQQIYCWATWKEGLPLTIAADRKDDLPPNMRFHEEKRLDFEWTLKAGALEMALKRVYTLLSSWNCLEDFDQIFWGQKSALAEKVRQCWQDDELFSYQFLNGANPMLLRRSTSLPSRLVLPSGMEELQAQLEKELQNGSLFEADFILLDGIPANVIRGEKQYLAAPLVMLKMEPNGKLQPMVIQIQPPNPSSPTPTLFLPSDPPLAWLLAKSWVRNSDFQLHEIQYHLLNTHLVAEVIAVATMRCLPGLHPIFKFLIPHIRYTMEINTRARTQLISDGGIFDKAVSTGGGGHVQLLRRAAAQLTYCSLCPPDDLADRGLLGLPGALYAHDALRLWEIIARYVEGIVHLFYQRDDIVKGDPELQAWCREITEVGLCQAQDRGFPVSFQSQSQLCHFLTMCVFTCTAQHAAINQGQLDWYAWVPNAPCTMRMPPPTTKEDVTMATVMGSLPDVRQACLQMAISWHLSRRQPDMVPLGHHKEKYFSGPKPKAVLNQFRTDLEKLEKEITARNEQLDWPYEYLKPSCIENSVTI
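Hydroperoxide product was detected by ferrous iron/xylenol orange as the 573 to 405 nm absorbance ratio. Arachidonic acid at 40 uM (final) was turned over for 30 min at room temperature by 150 nM human 12hLO, pH 7.0 Hepes buffer, after 15 min compound preincubation.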
LDHA inh: qHTS assay for inhibitors of human lactate dehydrogenase | activity change, % (values are at about 110 or 230 µM) | AID 1347041, 2019 | L-lactate dehydrogenase A chain (Homo sapiens), P00338 | actives 0.15% (n = 480,000) | purified LDHA, NADH/diaphorase-resazurin fluorescence; stronger effect = lower value; in the data active = activity change below about -30%; inconclusive = mostly about -25% to -30%;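 also: plate controls were DMSO wells for no effect and wells without enzyme for full effect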
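LDH5 2 nM; NADH 0.06 mM, pyruvate 0.2 mM; 200 mM Tris pH 7.4, EDTA, Tween-20; 5 min RT. Detection: diaphorase 0.133 mg/mL + resazurin 37 µM, fluorescence ex540/em590 at 0 and 20 min; normalized to enzyme-free and DMSO wells.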
* = called active by the depositor; ? = inconclusive; [ ] = remark or other dose. Unless noted, % is scaled to controls: 0 for no effect and ±100 for the full control effect. The list is partial (hit frequency here may not be typical).

Values run as follows: ALOX12 inh | LDHA inh
O=C(CCc1nc(CSc2n[nH]c(-c3ccccc3)n2)no1)Nc1ccc2ccccc2c1
  4.0% | 9.7
COc1cccc(COc2ccc3c(=O)c(Oc4ccccc4OC)coc3c2)c1
  21.4% | 1.2
CC(=O)Nc1ccc(SC2CCCCC2=O)cc1 (stereo unspecified)
  2.7% | 0.0
COC(=O)C1(NC(=O)CSc2ccccc2Cl)CCCCC1
  11.3% | 0.9
COC(=O)c1cc(C)nc2c1c(=O)n(Cc1nc(-c3ccc(OC)c(OC)c3)oc1C)c(=O)n2C
  -6.6% | 8.4
O=C(Nc1ccc(F)c(Cl)c1)c1ccc[n+]([O-])c1
  8.6% | 8.3
Cc1ccc(C)c(-c2cn3ccccc3n2)c1
  -3.4% | 4.7
O=c1ccc2ccc(OCc3nc(-c4ccc(Cl)cc4)no3)cc2o1
  -17.3% | -0.6
O=C(c1ccc(S(=O)(=O)NCc2ccco2)cc1)N1CCCCC1
  -10.9% | -9.9
COC(=O)C1=C(C)N(C)C(=O)N(C)C1c1cc(Br)ccc1F (stereo unspecified)
  ? | 19.1
CCc1ccccc1NC(=O)C(CC)n1c2ccccc2c2nc(=O)cc(C)n21 (stereo unspecified)
  -46.5% | -1.2
Cc1ccc(CC/C=N/NC(N)=S)o1
  1.8% | 7.7
O=C(Nc1ccc(OC(F)(F)F)cc1)N1CCc2nc(NCc3cccc(Oc4ccccc4)c3)ncc2C1
  ? | -2.0
COc1cc(Cl)c(NC(=O)Cc2coc3cc(C)c(C)cc23)cc1OC
  -18.0% | 10.8
CCCc1ccc(C(=O)NCc2ccco2)cc1
  ? | 1.7
CCc1cccc(NC(=O)c2ccc3c(Cl)c4c(nc3c2)CCCC4)c1
  -19.9% | 1.4
COCCNC(=O)c1nc(-c2cccc3[nH]ccc23)no1
  -2.9% | 1.7
O=C(O)c1ccc(Nc2nc(-c3ccc4ccccc4c3)cs2)cc1O
  31.6µM* | 1.4
COCCNC(=O)c1ccccc1NC(=O)c1nc(-c2ccccc2)oc1C
  ? | -0.9
CCn1nccc1-c1cc(C(=O)O)c2cccc(C)c2n1
  ? | -1.0
N#Cc1c(/N=C/c2c(F)cccc2Cl)sc2c1CCCC2
  ? | -0.2
Cc1ccc(S(=O)(=O)N2C[C@H]3C(=O)C[C@@H](c4ccccc4)N(S(=O)(=O)c4ccc(C)cc4)[C@H]3C[C@H]2c2cccc3ccccc23)cc1
  7.5% | -5.7
COc1ccc(-n2c(C)c(C)c3c2ncn2nc(-c4ccccn4)nc32)cc1
  -15.6% | 0.6
Cc1sc(NC(=O)c2cccs2)c(C(c2cccnc2)N2CCOCC2)c1C (stereo unspecified)
  1.1% | 3.8
Cc1ccc(-c2cc3ccccc3[nH]2)c(C)c1
  -47.7% | 10.5
CC(C)c1ccc([C@@H]2O[C@H](CCc3ccccc3)Cc3[nH][nH]c(=O)c32)cc1
  ? | -1.1
CCOc1cc2c(cc1NC(=O)c1ccc(C)c(OC)c1)OC(C)C2 (stereo unspecified)
  61.7%[activator] | 0.8
COc1cccc(NC(=O)C2CCN(c3nc4ccccc4nc3OC)CC2)c1
  2.8% | 2.0
Cc1nc2nc(N(Cc3ccc(F)cc3)C(=O)c3ccco3)[nH]n2c(=O)c1Cc1ccccc1
  ? | -13.4
COc1cc(NS(=O)(=O)c2cccc(Cl)c2C)cc2sc(NC(C)=O)nc12
  ? | 19.8

ALOX12 inh: hit marks shown above.
SMILES	ALOX12 inh
O=C(O)c1ccc(Nc2nc(-c3ccc4ccccc4c3)cs2)cc1O	31.6µM*

Other records follow.
Values run as follows: ALOX12 inh | LDHA inh
Cc1cc(NC(=O)CN2CCN(c3nccs3)CC2)on1
  7.8% | 7.9
COc1ccc(C(=O)Nc2c(C)cccc2C(C)C)c(OC)c1
  -1.1% | 8.7
CCC(NC(=O)c1sccc1C)c1ccc(C)cc1 (stereo unspecified)
  ? | 0.7
O=C(CSc1nc2ccccc2c(=O)n1-c1ccccc1)N1CCCCC1
  -37.7% | 9.3
CCCc1c(C(=O)OCC)[nH]c2c1C(=O)CC(c1ccc(N(C)C)cc1)C2 (stereo unspecified)
  ? | 3.2
N#C/C(=C(/O)c1cccc2ccccc12)c1nc2ccccc2[nH]1
  4.9% | -0.7
COc1cc2nc(CSCC(=O)N3CCC(=O)CC3)[nH]c(=O)c2cc1OC
  3.6% | 8.4
COc1ccccc1Nc1nc2nccc(-c3ccco3)c2c(=O)[nH]1
  ? | 5.4
CC(SC1=Nc2ccccc2CS1)C(=O)NC1CCCC1 (stereo unspecified)
  10.9% | 4.7
Cc1cccc(OCC(=O)N/N=C/c2cccc(O)c2)c1
  7.1% | 4.2
CCOc1ccc2nc(NC3=NC(CC(=O)O)C(=O)N3)nc(C)c2c1 (stereo unspecified)
  15.1% | -2.1
COc1ccccc1C(C(=O)c1ccccc1)c1ccc2ccccc2c1 (stereo unspecified)
  -7.0% | -7.9
O=C(CCc1cccs1)Nc1ccc2c(c1)OCCCO2
  ? | 11.5
CCC(C)NC(=S)Nc1cc(C)cc(C)c1 (stereo unspecified)
  -17.5% | -2.9
CCC1CCc2sc(C(=O)NCCC(C)C)cc2C1 (stereo unspecified)
  -1.6% | 17.5
CCOC(=O)c1[nH]c2ccc(C)cc2c1NC(=O)c1ccccc1F
  ? | -12.9
CCCN(Cc1ccccc1)C(=O)c1cccs1
  ? | 4.7
COC(=O)Cn1c(CN2CCN(c3cc(Cl)ccc3C)CC2)nc2c1c(=O)n(C)c(=O)n2C
  ? | -2.2
CCOC(=O)NC(Nc1ccc(Cl)cc1)(C(=O)OCC)C(F)(F)F (stereo unspecified)
  1.7% | -2.2
COC(=O)c1ccc(/C=C2/SC(=O)N(C(C)C(=O)OC)C2=O)cc1 (stereo unspecified)
  -0.2% | 7.6
CCCC(=O)Nc1nc(-c2ccc3c(c2)CCO3)cs1
  -28.3% | 1.4
Clc1ccccc1-c1cccc2nccn12
  ? | 1.0
CCCc1nc2ccccc2n1C(C(=O)NC(C)(C)C)C1CC1 (stereo unspecified)
  -30.5% | 2.0
COC(=O)c1cccc(NS(=O)(=O)c2c(C)nn(C)c2C)c1
  -5.2% | -15.6
CCOc1ccc(C(=O)Nc2ccc3oc(C)nc3c2)cc1OC
  ? | 17.4
O=C(NC1CCCC1)C1c2ccccc2OCC(=O)N1Cc1cccnc1 (stereo unspecified)
  -1.4% | 1.1
Cc1cc(NC(=O)C(C)C)cc(-c2nc3ccccc3o2)c1O
  -4.7% | 9.3
CC1=C(C(=O)NC2CCCCCC2)C2(CCCCCC2)OC1=O
  -15.1% | -1.5
CCC(=O)Nc1ccc(Cl)cc1C
  -2.5% | 9.5
Cc1cccc(COC[C@H](CC(C)C)N2CCN(C(=O)c3ccc(C(F)(F)F)cc3)CCC2=O)c1
  -4.7% | -2.2

Ordered by the number under ALOX12 inh (rising): 4 from the list above.
| Molecule | ALOX12 inh |
| --- | --- |
| O=C(CSc1nc2ccccc2c(=O)n1-c1ccccc1)N1CCCCC1 | -37.7% |
| CCCc1nc2ccccc2n1C(C(=O)NC(C)(C)C)C1CC1 (stereo unspecified) | -30.5% |
| COC(=O)c1cccc(NS(=O)(=O)c2c(C)nn(C)c2C)c1 | -5.2% |
| Cc1cccc(COC[C@H](CC(C)C)N2CCN(C(=O)c3ccc(C(F)(F)F)cc3)CCC2=O)c1 | -4.7% |

Continuation.
Values run as follows: ALOX12 inh | LDHA inh
Cn1c(SCC(=O)N2CCCCC2)nc2ccsc2c1=O
  -15.9% | 17.1
CCc1nn2c(=O)cc(CNc3cc4c(cc3Cl)OCCCO4)nc2s1
  ? | -0.1
CC1(C(=O)Nc2ccc3c(c2)OCO3)Cc2c(-c3cccc(C(N)=O)c3)ccnc2O1 (stereo unspecified)
  -4.5% | -4.5
CCc1ccc(CCC(=O)N2CCC(C(=O)Nc3cc(C)ccn3)CC2)cc1
  9.7% | -7.7
NC(Cc1ccc(F)cc1)c1csc(Nc2cc(NCc3ccco3)ncn2)n1 (stereo unspecified)
  -7.1% | -11.0
Nc1c(Cl)cc(N=Cc2ccc(Cl)cc2Cl)cc1Cl
  0.4% | 0.8
Nn1c(SC(C(=O)N2CCOCC2)c2ccccc2)nnc1-c1ccccc1F (stereo unspecified)
  ? | 2.6
CN(C)C(=O)CN1CCN(C(C(=O)O)c2cn(C)c3cc(C(=O)O)ccc23)CC1 (stereo unspecified)
  ? | -0.5
Cc1[nH]c2ccccc2c1C(c1ccncc1)c1c(C)[nH]c2ccccc12
  ? | 4.5
NC(=O)Cc1csc(NC(=O)CCc2ncc(-c3ccccc3)o2)n1
  ? | -6.6
COc1ccc(C(=O)Oc2ccc3c(=O)c(-c4ccccc4OC)c(C)oc3c2)cc1
  ? | -10.7
COC(=O)C1=C(CS(=O)(=O)c2ccc(OC)cc2)NC(=O)NC1c1cccc(Cl)c1 (stereo unspecified)
  ? | -4.1
CC(NC(=O)c1cccc(CS(C)(=O)=O)c1)c1ccccc1 (stereo unspecified)
  -5.0% | 3.9
Cc1cccc(S(=O)(=O)Nc2nc3ccccc3nc2Nc2cccc(F)c2)c1
  ? | -1.1
CCOc1ccc(NC(=O)N2c3ccccc3Sc3ccccc32)cc1
  ? | 0.3
Cc1ccc2c(CN3CCN(C(=O)c4ccco4)CC3)cc(=O)oc2c1
  -2.0% | 1.1
CC(=O)C1=CCC(c2ccccc2)N(S(=O)(=O)c2ccc(C)cc2)C1 (stereo unspecified)
  2.7% | -1.9
CCCCC(c1nc2ccccc2[nH]1)N(C(=O)c1ccccc1)c1ccccc1[N+](=O)[O-] (stereo unspecified)
  -12.8% | -4.3
O=C(Nc1ccc(-c2noc(/C=C/c3ccccc3)n2)cc1)c1ccc(Br)o1
  28.2µM* | -3.4
O=C(CC1C=CCC1)Nc1cccc(OC2CCCC2)c1 (stereo unspecified)
  -20.6% | 2.8
CCOC(=O)c1c(C)[nH]c(C(=O)OC(C)C(N)=O)c1C (stereo unspecified)
  -2.7% | -1.6
Cc1cc(C(=O)NNC(=O)CCC2CCCCC2)c2ccccc2n1
  28.9% | 2.1
O=C(Nc1ccc2oc(=O)ccc2c1)c1ccc(OC(F)F)cc1
  1.1% | 0.0
Cc1ccc(OCc2nc(-c3ccccc3OCC(=O)N3CCCC(C)C3)no2)cc1 (stereo unspecified)
  -44.9% | -18.5
Cc1ccccc1-c1cc2nc(NCc3ccccc3)n(C)c(=O)c2s1
  -27.2% | -2.9
O=Cc1c[nH]c2cc(Cl)ccc12
  5.9% | -6.0
O=C(CSc1nc2ccccc2s1)Nc1cc(C(F)(F)F)ccc1Cl
  -1.8% | 8.0
CCCOc1ccc(-c2ccc(C(=O)O)cc2)cc1
  ? | 3.6
O=C(Nc1cccc(Cl)c1)Nc1nnc([C@H]2C[C@H](O)[C@@H](CO)O2)s1
  10.0% | -30.4*
CC1(C(=O)NS(=O)(=O)c2cccs2)CCN1C(=O)C1(c2ccccc2)CCCC1 (stereo unspecified)
  ? | -0.9

Rewritten as labelled records: entries from further up
> O=C(O)c1ccc(Nc2nc(-c3ccc4ccccc4c3)cs2)cc1O
  ALOX12 inh = 31.6µM*
  LDHA inh = 1.4

> COCCNC(=O)c1ccccc1NC(=O)c1nc(-c2ccccc2)oc1C
  ALOX12 inh = ?
  LDHA inh = -0.9

The list goes on.
Values run as follows: ALOX12 inh | LDHA inh
CN(C)C(=O)c1cc2c(c(-c3cccc(C4=CCCCC4)c3)n1)[C@@H](CCO)N(S(=O)C(C)(C)C)C2 (stereo partly specified)
  ? | -2.3
COCCn1c(SCc2ccc(C#N)cc2)nnc1-c1ccc(Cl)cc1
  9.7% | 6.0
O=C(CN1CCN(c2ccc([N+](=O)[O-])c3cnccc23)CC1)Nc1cccc(F)c1
  3.2% | 44.0
COc1ccc(Nc2nc3ccccc3nc2NS(=O)(=O)c2cccc(Cl)c2)cc1OC
  0.3% | 2.3
CCNC(=S)N/N=C(/C)c1ccc(Cl)c(Cl)c1
  ? | 4.6
NNc1cc(Cl)c(Cl)cc1Cl
  7.08µM* | 1.4
CCCCNC(=O)C[C@@H]1C[C@@]2(C(=O)OC)CCCCC=C2N(CCc2ccc(OC)c(OC)c2)C1=O
  -2.4% | -3.9
CC1(Cc2cc(Cl)ccc2C(F)(F)F)C(=O)Nc2ccc(S(=O)(=O)NC3CCCCC3)cc21 (stereo unspecified)
  ? | -3.7
COc1ccc(CNC(=O)CN2C(=O)C(C)=C(c3ccc(C)c(C)c3)S2(=O)=O)c(OC)c1
  ? | 5.0
Cn1c(=O)c2cc(NC(=O)CCc3ccc4c(c3)OCO4)ccc2n1Cc1ccc(F)cc1
  ? | -7.1
Cc1cc(C(=O)NCCC(c2ccccc2)c2ccccc2)c2ccccc2n1
  ? | -4.1
CN=c1scc(-c2cccs2)n1/N=C/c1cccs1
  -7.7% | 5.9
Cc1ccc(C(=O)OC2CCOC2=O)s1 (stereo unspecified)
  -28.6% | 3.6
CC(C)NC(=O)CN1CCN(C(=O)c2ccc3ccccc3n2)CC1
  5.5% | 2.8
COC(=O)[C@@]12C[C@@H](CC(=O)NCc3ccc(OC)c(OC)c3)C(=O)N(Cc3ccco3)C1=CCC(C)(C)C2
  -3.0% | -3.0
Cc1cc(C)c(NC(=O)CCCc2cccs2)c(Cl)c1
  -4.4% | -0.2
